ABCB6 inh 2: inhibitors of human ABC transporter ABCB6; 360,000 compounds, 0.19% hits; Q9NP58; K562-ABCB6 porphyrin accumulation, flow cytometry, 1 h; active compounds read low; fluorescence ratio to DMSO, % at 10 µM; AID 602162;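 active = fluorescence ratio to DMSO below 75%, the collection mean minus 3 SD; inconclusive = too few cells collected in the well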;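 note: signal is porphyrin accumulated inside mitochondria; 100% equals median channel fluorescence of DMSO control wells; lower ratio means ABCB6 inhibition with less porphyrin fluorescence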
aDG glyco act: increases alpha dystroglycan glycosylation | 360,000 compounds, 0.22% hits | AID 624168 | activation, % at 10 µM | Pro5-aDG cells, alpha-DG glycosylation AlphaScreen (IIH6); 0% Pro5, 100% B10-LARGE cell signal;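 active = activation of at least 8% versus controls, or a plate z-score of at least 8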;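 note: Pro5 are CHO cells carrying HIG-tagged alpha-DG that lacks glycosylation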
PDI turbidity: PDI (human) enzyme inhibition | 350,000 compounds, 0.052% hits | P07237 | PDI insulin aggregation turbidity, A650, 90 min | inhibition, % at 10 µM;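 active = mean inhibition across replicates of 30% or more, whatever share of single replicates reach that level; inconclusive = mean inhibition below 30% while every single replicate reaches 30%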;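 note: absorbance from insulin aggregation driven by PDI reduction with DTT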
Target sequence (P07237 whole entry, looked up): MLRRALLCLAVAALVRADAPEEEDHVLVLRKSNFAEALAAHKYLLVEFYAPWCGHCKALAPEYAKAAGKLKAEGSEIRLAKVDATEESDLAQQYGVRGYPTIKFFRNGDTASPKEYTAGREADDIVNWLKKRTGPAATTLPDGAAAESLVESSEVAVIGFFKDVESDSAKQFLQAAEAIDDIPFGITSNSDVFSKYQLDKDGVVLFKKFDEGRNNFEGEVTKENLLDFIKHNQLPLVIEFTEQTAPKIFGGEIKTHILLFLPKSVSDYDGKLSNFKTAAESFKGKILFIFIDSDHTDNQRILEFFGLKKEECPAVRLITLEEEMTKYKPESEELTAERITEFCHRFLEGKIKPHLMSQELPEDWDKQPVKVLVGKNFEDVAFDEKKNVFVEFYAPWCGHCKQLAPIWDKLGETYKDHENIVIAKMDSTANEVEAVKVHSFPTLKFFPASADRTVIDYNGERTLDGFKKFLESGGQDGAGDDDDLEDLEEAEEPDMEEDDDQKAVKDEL
MC4R ag barr: activates human MC4R beta-arrestin recruitment; 360,000 compounds, 0.98% hits; U2OS MC4R beta-arrestin complementation, luminescence; percent of melanotan II response, DMSO zero; P32245; activation, % at 8.9 µM;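 active = activation above a per-plate cutoff, the mean activation of sample wells on that plate plus 3 SD, cut at about 8% in these data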
m5-HT2A agonist: mouse HTR2A agonism via beta-arrestin recruitment; P35363; CHO-K1 mHTR2A beta-arrestin complementation, luminescence; percent of 30 µM serotonin response; activation, % at 7.6 µM; 360,000 compounds, 0.66% hits; AID 624169;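 active = activation above a run cutoff, the mean activation of all tested compounds plus 3 SD, cut at about 14% in these data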;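 note: 0% = plate median of compound wells and 100% = 30 µM serotonin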
Target sequence (P35363 whole entry, looked up): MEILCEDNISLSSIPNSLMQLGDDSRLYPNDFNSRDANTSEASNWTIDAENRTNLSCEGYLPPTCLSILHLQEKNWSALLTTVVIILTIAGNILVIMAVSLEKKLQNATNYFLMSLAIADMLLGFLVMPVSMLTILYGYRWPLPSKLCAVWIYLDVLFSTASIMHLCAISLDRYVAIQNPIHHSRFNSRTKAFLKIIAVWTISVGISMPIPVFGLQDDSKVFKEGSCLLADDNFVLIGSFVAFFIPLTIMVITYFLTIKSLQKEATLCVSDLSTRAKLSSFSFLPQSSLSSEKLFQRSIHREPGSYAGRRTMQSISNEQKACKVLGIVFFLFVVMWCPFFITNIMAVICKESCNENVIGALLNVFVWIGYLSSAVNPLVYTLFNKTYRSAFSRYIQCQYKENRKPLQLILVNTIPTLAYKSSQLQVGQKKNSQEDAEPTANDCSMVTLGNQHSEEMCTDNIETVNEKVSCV
Cardio protect: myocardial damage modulation in H9c2 cells; protection from H2O2 cell death, % at 20 µM; 360,000 compounds, 0.63% hits; H9c2 cardiomyocytes, H2O2 injury protection, ATPLite, 2 h;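 active = compounds giving at least 50% protection of heart cells from peroxide-induced death in the single-dose screen, raw or plate-pattern-corrected value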;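 note: 0% = DMSO wells with peroxide and 100% = DMSO wells without peroxide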
Glyco luc inh: N-linked glycosylation inhibition; D54 ERlucT glycosylation luciferase reporter, 24 h; percent of 100 nM tunicamycin response; reporter increase, % at 12.5 µM; 360,000 compounds, 0.23% hits;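 active = mean luciferase reporter signal, scaled so untreated is 0 and the glycosylation-blocking control 100, at or above a set limit in every replicate; inconclusive = mean reaches the limit but not every replicate does; inactive = mean below the limit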;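 note: luciferase carries N-glycosylation sites so blocking glycosylation raises the light; 0% = median of neutral control wells and 100% = median of 100 nM tunicamycin wells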
MC4R antagonist: antagonists of human melanocortin 4 receptor (MC4R) | P32245 | MC4R-expressing cells, MTII-stimulated cAMP, LANCE TR-FRET | inhibition, % at 6.5 µM | 360,000 compounds, 0.48% hits | AID 540295;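 active = inhibition above its plate's cutoff, the mean of tested wells on that plate plus 3 SD, cut at about 29% in these data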;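 note: 0% = Melanotan II alone and 100% = Melanotan II plus saturating MCL0020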
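Test system: U2OS cells stably expressing human melanocortin 4 receptor (MC4R); also added: Melanotan II challenge; compound: 6.5 µM single dose; timing: 30-min compound preincubation, 1-h Melanotan II challenge, 1-h detection, room temperature; signal: Eu-cAMP/anti-cAMP TR-FRET, emission 671 nm; repeats: one well per compound, no replicates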
CaV13 ICDI inh: Disruptors of the CACNA1D IQ motif to Ca2+-dependent inactivation inhibitor domain association, primary screening, Förster resonance energy transfer in intact living …; HEK cells, CFP/YFP FRET ICDI-IQ, plate reader, 10 min; percent FRET-ratio fall versus neutral wells; inhibition, % at 12.3 µM; 340,000 compounds, 0.098% hits; AID 743397;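 active = mean replicate inhibition of at least 30% and at least 1% of replicates passing that level; inconclusive = only one of the two criteria is met; inactive = neither criterion is met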;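 note: 0% = median of the neutral control wells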
Vif inh: blocks HIV Vif function; inhibition, % at 7.49 µM; HEK293T cells, Vif self-association by quenched fluorescence, imaging, 24 h; 340,000 compounds, 0.35% hits; in the data active = inhibition above about 50%, passing the limit was not always enough; inconclusive = no clear call, values can overlap the other calls; inactive = below about 31%; note: some results filed as inactive read as strong as hits
* = called active by the depositor; i = inactive; ? = inconclusive; / = no result given.

SMILES	ABCB6 inh 2	aDG glyco act	PDI turbidity	MC4R ag barr	m5-HT2A agonist	Cardio protect	Glyco luc inh	MC4R antagonist	CaV13 ICDI inh	Vif inh
CC(C)CN(C(=O)CSc1nc(-c2ccccc2)cn1N)c1c(N)n(Cc2ccccc2)c(=O)[nH]c1=O	105	0.1	-14	2.9	6	4	-8	4	-6	0
C/C(=N/NC(=O)c1ccccn1)c1ccco1	96	-0.4	-5	-0.8	-3	-17	-8	5	-4	9
CC(C)(C)c1ccc(C(=O)NCCC(=O)NC2=NCCS2)cc1	98	-0.2	-2	-1.1	2	-1	3	-8	-5	-12
Cn1c(=O)c2c(nc(Cl)n2CCOc2ccccc2)n(C)c1=O	98	0.6	3	-2.1	-4	-1	0	0	/	-2
NC(=O)C1(C(N)=O)OC1c1ccccc1 (configuration not stated)	96	0.0	-1	-0.4	4	1	-2	-2	-15	0
COc1cccc(C(C(=O)NC2CCCCC2)N(C(=O)c2cccs2)c2ccc3c(c2)OCO3)c1 (configuration not stated)	91	-0.1	3	-1.4	6	6	-8	5	-11	-1
OCC[C@H]1C[C@@H](O)[C@H](O)[C@@]2(CCCCO2)O1	99	-0.2	0	0.1	3	2	-4	5	-5	-4
O=C(CNS(=O)(=O)c1ccccc1)NCc1ccccn1	99	-0.1	9	-0.2	-2	15	0	3	-8	2
O=C(NC1CCCCC1)c1cc(C(=O)c2ccccc2Br)c[nH]1	102	0.6	1	-2.9	0	16	-2	23	-7	7
O=C1NN=C(c2ccccc2)C1Cc1ccccc1 (configuration not stated)	100	-0.1	3	-2.1	-5	3	0	2	-5	0
O=c1cc(-c2ccc(Cl)c(Cl)c2)[nH][nH]1	97	1.2	19	0.7	5	-8	0	7	/	-3
Cc1ccc(CSC2=Nc3ccccc3C3=NC(CC(=O)NCc4ccco4)C(=O)N23)cc1 (configuration not stated)	97	0.1	10	-2.4	-4	-1	-1	-8	/	6
Cc1ccc(-n2c(SCC(=O)N3CC(=O)Nc4ccccc43)nc3ccccc3c2=O)cc1C	97	-0.5	15	-1.4	-4	8	-4	22	2	5
CCN1C(=O)N[C@@H](c2ccccc2)C(C(=O)OC)=C1C	100	-0.1	4	0.2	-7	3	1	-1	-5	9
Cc1cccc(N(Cc2cc(=O)[nH]c3ccccc23)C(=O)CCl)c1	100	-0.2	2	3.8	4	3	-4	0	-5	-4
CC(C)(C)NC(=O)CN(C(=O)CNS(=O)(=O)c1ccccc1)c1ccc2c(c1)OCCO2	101	0.1	-3	-1.8	0	2	-1	4	-6	-8
CN(C)C(CNC(=O)C1CCN(S(=O)(=O)c2cc(Cl)ccc2Cl)CC1)Cc1ccccc1 (configuration not stated)	93	1.5	-2	-3.7	-10	12	1	5	-2	2
CCOc1ccc(NS(=O)(=O)c2ccc(C(=O)NCCCN3CCOCC3)cc2)cc1	101	-0.1	4	1.5	-12	-5	0	6	-3	-5
CC(=O)Nc1ccc(-c2csc(NC(=O)Nc3ccccc3)n2)cc1	84	-0.5	-2	11*	4	50*	-3	24	-5	-10
CC(=O)OC1CCC2(C)C(CCC3C2CC(=O)C2(C)C3CC(C(C(C)=O)C(C)=O)C2C(C)=O)C1 (configuration not stated)	101	-0.1	-7	-1.2	0	7	0	-5	-9	0
COC(=O)CC1C(=O)NCCN1C(=S)Nc1ccccc1Cl (configuration not stated)	102	0.0	-1	-2.1	-3	10	0	9	-2	19
CC(CN1CCOCC1)OC(=O)C1COc2ccccc2O1 (configuration not stated)	100	0.0	7	-0.7	2	6	-1	8	0	1
COc1ccc(CCNC(=O)CSc2nc(N)c3c(C)c(C)oc3n2)cc1OC	107	0.0	4	-1.3	7	-7	0	-5	/	0
COc1ccccc1NC(=O)C(=O)/C=C(\O)c1ccccc1	96	-0.2	1	-0.6	4	4	0	1	-13	0
CC(=O)Oc1ccc2oc3c(c2c1)C(=O)CCC3	88	0.4	13	-2.5	2	-1	3	5	-5	11
COc1ccc(NS(=O)(=O)c2cccc(C(=O)NNC(=O)CNC(=O)c3ccccc3Cl)c2)cc1	98	-0.3	0	-2.5	1	4	0	11	-2	-6
Cc1cc(NC(=O)CSc2nccn2-c2cccc(C)c2C)no1	95	0.0	-2	-2.2	-5	-8	16	-5	-17	-15
CCOC(CCNC(=O)c1cn(-c2cccc(C)n2)cn1)OCC	101	-0.2	7	-0.9	-3	0	1	5	-2	30
O=C(C1=C[C@H](c2ccc(C(F)(F)F)cc2)C[C@H](OCc2ccc(CO)cc2)O1)N1CCCCCCC1	93	0.7	2	0.2	3	-7	-4	6	/	1
Cn1c(Cc2cccs2)nnc1SCC(=O)Nc1ccc(C(N)=O)cc1	100	0.1	4	-3.9	0	4	1	7	/	15
Cc1cccc(C(=O)N2CCc3cc(-c4csc(NC(=O)CN5CCCC5)n4)ccc32)c1	94	0.2	-5	0.6	-9	-1	-3	16	-5	-5
CC(C)(CO)NC(=S)NCc1ccco1	96	0.0	1	0.1	0	6	3	1	-4	-3
CCOC(=O)c1sc(=NC(=O)c2ccc(C)c(C)c2)n(C)c1C	101	-0.1	-2	-0.9	-2	-2	-4	-3	3	-1
Cc1cc(Cl)c(S(=O)(=O)Nc2ccc3c(c2)OCCO3)cc1OCC(=O)NC1CCCCC1	73*	0.3	2	-1.8	-6	-5	-2	3	-4	-4
CCOc1cc(/C=N/NC(=O)c2nnn(-c3nonc3N)c2C)ccc1OCc1ccc(F)cc1	101	-0.1	9	4.5	1	-4	0	7	-5	5
CCOC(=O)c1sc(NC(=O)CSc2nnc(-c3ccco3)o2)c(C(=O)OCC)c1C	87	-0.2	-12	-2.0	-3	-6	1	2	/	-20
CCOc1ncnc2c1oc1nc(CC(C)C)c3c(c12)CC(C)(C)OC3	96	-0.2	0	-1.8	2	-1	1	4	-7	-4
CCOC(=O)c1sc(NC(=O)c2ccc(OC)cc2)nc1C	98	0.6	6	-1.9	2	-5	1	11	2	-1
COc1ccc(S(=O)(=O)NC(CC(=O)NCCc2ccc(OC)c(OC)c2)C(C)C)cc1 (configuration not stated)	99	0.1	-2	-2.2	7	-2	2	0	-6	-20
COc1ccccc1CNC(=O)COC(=O)c1cccc(S(=O)(=O)N2CCOCC2)c1	96	-0.2	-2	0.5	1	3	-1	2	-2	-5
O=C(COC(=O)c1ccccc1O)NNC(=O)c1ccc(Br)cc1	105	0.3	-7	4.3	-5	-6	1	-3	-6	8
CN(C)S(=O)(=O)c1ccc(NC(=O)C2CC3C=CC2C3)cc1 (configuration not stated)	102	-0.1	2	-1.4	0	-2	-2	13	-3	0
O=C(/C=C/c1cnc2ccccc2n1)NC1CCCCCC1	103	0.2	-8	0.3	-2	4	-4	3	-4	-4
O=c1c2cc(Br)ccc2[nH]c(=S)n1Cc1ccccn1	98	0.2	7	-0.8	-3	3	0	-6	-4	9
CN(C)C(=O)c1ccc(NC(=O)CN2CCc3cc4c(cc3C2)OCCCO4)cc1	99	-0.1	2	-0.9	10	-2	-2	-3	-4	-1
Cc1ccc(C)c(Nc2cc(C(=O)NCc3cccnc3)c3ccccc3n2)c1	94	0.0	-1	2.0	-6	3	-1	-3	5	-5
O=C(O)C1CCCN1S(=O)(=O)c1ccc(Cl)c(Cl)c1 (configuration not stated)	90	-0.1	4	2.1	1	-1	2	-4	-7	3
O=C(O)c1cccc(NC(=O)C2C3C=CC(C3)C2C(=O)OCC(F)(F)C(F)F)c1 (configuration not stated)	98	0.0	-9	0.0	2	4	-1	15	-5	3

Nothing new here: nine of the compounds above.
SMILES	ABCB6 inh 2	aDG glyco act	PDI turbidity	MC4R ag barr	m5-HT2A agonist	Cardio protect	Glyco luc inh	MC4R antagonist	CaV13 ICDI inh	Vif inh
COc1ccccc1CNC(=O)COC(=O)c1cccc(S(=O)(=O)N2CCOCC2)c1	96	-0.2	-2	0.5	1	3	-1	2	-2	-5
O=C(COC(=O)c1ccccc1O)NNC(=O)c1ccc(Br)cc1	105	0.3	-7	4.3	-5	-6	1	-3	-6	8
CN(C)S(=O)(=O)c1ccc(NC(=O)C2CC3C=CC2C3)cc1 (configuration not stated)	102	-0.1	2	-1.4	0	-2	-2	13	-3	0
O=C(/C=C/c1cnc2ccccc2n1)NC1CCCCCC1	103	0.2	-8	0.3	-2	4	-4	3	-4	-4
O=c1c2cc(Br)ccc2[nH]c(=S)n1Cc1ccccn1	98	0.2	7	-0.8	-3	3	0	-6	-4	9
CN(C)C(=O)c1ccc(NC(=O)CN2CCc3cc4c(cc3C2)OCCCO4)cc1	99	-0.1	2	-0.9	10	-2	-2	-3	-4	-1
Cc1ccc(C)c(Nc2cc(C(=O)NCc3cccnc3)c3ccccc3n2)c1	94	0.0	-1	2.0	-6	3	-1	-3	5	-5
O=C(O)C1CCCN1S(=O)(=O)c1ccc(Cl)c(Cl)c1 (configuration not stated)	90	-0.1	4	2.1	1	-1	2	-4	-7	3
O=C(O)c1cccc(NC(=O)C2C3C=CC(C3)C2C(=O)OCC(F)(F)C(F)F)c1 (configuration not stated)	98	0.0	-9	0.0	2	4	-1	15	-5	3

The list goes on:
SMILES	ABCB6 inh 2	aDG glyco act	PDI turbidity	MC4R ag barr	m5-HT2A agonist	Cardio protect	Glyco luc inh	MC4R antagonist	CaV13 ICDI inh	Vif inh
COc1cccc(-c2nc(-c3ccccn3)no2)c1OC	93	0.7	12	-1.8	-3	2	0	3	-6	19
CCOC(=O)C(C)Oc1ncnc2cccc(F)c12 (configuration not stated)	98	0.1	-3	-1.6	0	0	0	5	-7	-3
CCCCCC[n+]1ccccc1/C=C/c1ccc(N(C)C)cc1	i	1.2	-8	1.0	-5	-24	?	-12	-50	/
Cc1cccc2c(=O)cc(C(F)(F)F)[nH]c12	99	0.1	3	2.5	-2	-9	-2	-7	-5	-11
COc1ccc(Cn2c(SCC(=O)NCc3ccco3)nc3ccsc3c2=O)cc1	94	-0.1	7	0.4	2	6	1	3	-5	-13
COC(=O)C(NC(=O)C(C)NC(=O)OCc1ccccc1)C(C)C (configuration not stated)	103	-0.1	10	-1.7	7	-4	0	-2	-21	11
CS(=O)(=O)N1CCN(C(=O)CSc2ccccc2)CC1	102	-0.2	-1	1.1	0	-2	2	11	-5	5
Cc1ccnc(N2C(=O)CSC2c2ccc(Cl)cc2)c1 (configuration not stated)	105	0.0	-25	-3.1	-1	-2	-3	5	-3	-2
COc1ccc(OC)c(NC(=O)C(=S)NC2CCCCC2)c1	97	-0.2	3	-3.7	5	-2	-1	-9	-2	0
